High-throughput results from PubChem BioAssay.
M5 ag: CHRM5 agonism in calcium assay; 360,000 compounds, 0.19% hits; P08912; activation, % at 3 µM; CHO-K1 hM5 cells, Fluo-8 calcium fluorescence; 0% DMSO wells, 100% maximal acetylcholine response; AID 624037;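 active = activation above the run's mean over test compounds plus 3 SD, cut at about 23% in these data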;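 also: signal is peak over basal fluorescence ratio across the kinetic read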
Target sequence (P08912 whole entry, looked up): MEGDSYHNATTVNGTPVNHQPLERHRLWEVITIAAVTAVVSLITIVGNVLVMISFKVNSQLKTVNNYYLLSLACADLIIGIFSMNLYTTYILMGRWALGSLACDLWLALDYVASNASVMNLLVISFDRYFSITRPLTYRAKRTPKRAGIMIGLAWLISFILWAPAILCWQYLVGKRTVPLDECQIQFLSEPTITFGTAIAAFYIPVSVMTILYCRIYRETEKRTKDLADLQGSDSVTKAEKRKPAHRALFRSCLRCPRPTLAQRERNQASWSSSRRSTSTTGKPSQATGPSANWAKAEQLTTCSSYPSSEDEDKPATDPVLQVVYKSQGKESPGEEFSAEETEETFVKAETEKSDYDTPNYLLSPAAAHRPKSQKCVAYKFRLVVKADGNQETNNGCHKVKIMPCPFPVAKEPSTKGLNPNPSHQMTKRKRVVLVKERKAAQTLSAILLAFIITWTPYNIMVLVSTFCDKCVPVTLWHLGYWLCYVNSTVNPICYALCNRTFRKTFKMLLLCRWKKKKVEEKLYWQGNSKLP
CHRM4 agonist: CHRM4 agonism in calcium assay; P08173; CHO-K1 hM4/Gqi5, Fluo-8 calcium fluorescence; vehicle 0%, full acetylcholine response 100%; activation, % at 3 µM; 360,000 compounds, 0.14% hits; AID 624127;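 active = activation above the run mean over all test wells plus 3 SD, cut at about 32% in these data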;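 also: peak over basal fluorescence ratio per well then scaled between controls; 0% = DMSO wells and 100% = acetylcholine at EC100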
CHRM5 antagonist: blocks acetylcholine activation of human M5 receptor. inhibition, % at 3 µM. AID 624040. CHO-hM5 cells, Fluo-8 calcium fluorescence, ACh EC80. 360,000 compounds, 0.59% hits. P08912;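 active = inhibition above a per-plate cutoff, the mean of that plate's test compounds plus 3 SD, cut at about 27% in these data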;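 also: 0% = acetylcholine EC80 with DMSO and 100% = DMSO without agonist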
CHRM4 antagonist: antagonists of human muscarinic M4 receptor (CHRM4); P08173; CHO-hM4 cells, ACh EC80, Fluo-8 calcium fluorescence; inhibition, % at 3 µM; 360,000 compounds, 0.73% hits;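 active = inhibition above its plate's cutoff, the mean inhibition of sample wells plus 3 SD, cut at about 27% in these data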;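 also: 0% = acetylcholine EC80 with DMSO and 100% = DMSO without agonist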
CHRM5 PAM: potentiates acetylcholine response at human M5 receptor. P08912. activation, % at 3 µM. CHO-K1 hM5, Fluo-8 calcium, ACh EC20 PAM; 0% = ACh EC20, 100% = ACh EC100. AID 624038. 360,000 compounds, 0.3% hits;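 active = activation above the run cutoff, the mean activation of all test compounds plus 3 SD, cut at about 18% in these data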
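system = human M5 receptor in CHO-K1 cells | compound = one concentration, 3 µM final (nominal) | schedule = Post-acetylcholine fluorescence recording 140 s | signal = Fluo-8 calcium dye fluorescence, kinetic read | benchmarks = low control EC20 acetylcholine (0%), high control EC100 acetylcholine (100%) | repeats = singlicate, one well per test compound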
M4 PAM: positive allosteric modulators of human muscarinic M4 receptor. P08173. CHO-K1 hM4/Gqi5, Fluo-8 calcium fluorescence, ACh EC20; 0% = ACh EC20, 100% = maximal ACh. activation, % at 3 µM. 360,000 compounds, 0.4% hits. AID 624126;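 active = activation above its plate's cutoff, the mean activation of sample wells plus 3 SD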; also: some results filed as inactive read as strong as hits
CHRM1 PAM: human CHRM1 positive allosteric modulation; activation, % at 3 µM; AID 588819; CHO-K1 hM1, Fluo-8 calcium fluorescence, ACh EC20; 0% = ACh EC20, 100% = maximal ACh; 360,000 compounds, 0.088% hits; P11229; in the data active = activation above about 19%, passing the limit was not always enough
Target sequence (P11229 whole entry, looked up): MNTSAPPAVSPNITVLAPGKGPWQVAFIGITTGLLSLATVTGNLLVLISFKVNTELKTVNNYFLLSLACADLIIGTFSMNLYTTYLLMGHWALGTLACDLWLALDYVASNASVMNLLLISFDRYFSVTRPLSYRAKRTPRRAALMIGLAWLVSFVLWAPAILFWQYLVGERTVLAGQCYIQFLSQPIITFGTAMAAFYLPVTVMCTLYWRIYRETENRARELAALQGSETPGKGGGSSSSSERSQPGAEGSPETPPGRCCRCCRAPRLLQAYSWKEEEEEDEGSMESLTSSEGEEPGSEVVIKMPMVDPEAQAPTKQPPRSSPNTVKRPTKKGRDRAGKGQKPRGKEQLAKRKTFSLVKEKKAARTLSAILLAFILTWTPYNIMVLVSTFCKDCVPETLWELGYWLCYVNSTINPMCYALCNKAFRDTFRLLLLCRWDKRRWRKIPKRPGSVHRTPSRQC
CRFR2-BP ag: CRF-BP/CRF-R2 complex agonism; HEK293 CRF-R2/CRF-BP, calcium dye fluorescence (FLIPR); percent of saturating CRF peptide response; 350,000 compounds, 0.46% hits; activation, % at 13.2 µM;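 active = activation of at least 50%, plus an integration ratio under a set limit after plate pattern correction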;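 also: plate controls were neutral control wells without compound for no effect and CRF at EC100 for full effect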
M1 antag: antagonists of human M1 muscarinic receptor | 360,000 compounds, 1.3% hits | CHO-K1 hM1, Fluo-8 calcium fluorescence, ACh EC80 antagonist | AID 588852 | inhibition, % at 3 µM;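 active = percent inhibition above its own plate's cutoff, namely the mean of that plate's compound wells plus 3 SD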;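 also: peak over basal fluorescence ratio during 140 s after agonist addition; 0% = ACh EC80 plus DMSO and 100% = DMSO alone without agonist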
Starred values were filed as active, the others as inactive; . = no result given. An unsorted share of the library; overall some 2.8% were active at least once.

Below each compound: M5 ag, CHRM4 agonist, CHRM5 antagonist, CHRM4 antagonist, CHRM5 PAM, M4 PAM, CHRM1 PAM, CRFR2-BP ag, M1 antag
CC[C@@]1(C(=O)OC)N[C@H](CN(C)C(=O)c2ccc(C)cc2)[C@@H]2C(=O)N(C)C(=O)[C@@H]21
→ 0.1, 0.3, 6.7, -4.1, -8.7, 1.9, -2.0, -2.4, 4.4
C[N+](C)(C)CCCC(=O)c1ccc2c(c1)OCO2
→ -3.5, 0.2, -7.0, 3.9, 0.0, -0.5, 0.7, -0.9, -9.2
O=S(=O)(Nc1ccc(S(=O)(=O)N2CCCCC2)cc1)c1cccs1
→ 1.0, 0.3, 2.5, 7.0, -0.4, -2.5, 15.4, -1.0, -29.1
O=C(NC(Cc1ccccc1)C(=O)O)/C(=C/c1ccc([N+](=O)[O-])cc1)NC(=O)c1ccccc1 (stereo not given)
→ -5.0, 4.9, 8.4, -22.6, -5.1, 7.4, 7.7, -2.1, -9.3
COc1ccc2c(c1OC)C(=O)N1N=C(c3ccc(Cl)cc3)CC21 (stereo not given)
→ -1.3, 2.6, -1.4, -2.8, -2.4, -0.8, 5.5, -1.5, -1.9
CCOCc1c(C(=O)OCC(=O)Nc2ccc(C)c(S(=O)(=O)N(C)C)c2)oc2ccccc12
→ -1.4, 3.0, 11.9, 3.2, -9.7, 0.8, -9.3, 1.9, 7.3
CC(C)(C)NCCOCCOc1ccccc1-c1ccccc1
→ -5.8, 3.8, -9.8, -4.3, 5.3, 1.6, 4.7, -4.3, -16.3
COc1ccc(NC(=O)CSc2ccccc2)cn1
→ -0.6, 0.5, 1.3, 3.7, 12.0, 0.4, 8.0, 3.1, -6.2
Cc1ccc(C(=O)Cn2c(C)cc(C)c(C#N)c2=O)cc1
→ 4.8, 1.2, -8.4, -11.9, 29.2*, 5.2, -1.3, -1.0, -20.2
Cc1ccsc1C(=O)OCC(=O)Nc1c(Cl)cccc1C(F)(F)F
→ -2.3, 0.4, -5.4, -1.4, 2.3, -6.3, 7.0, -1.8, -3.4
O=C(CSc1cccc2cccnc12)Nc1cccc(S(=O)(=O)N2CCOCC2)c1
→ 2.8, 2.5, 4.5, -7.2, 7.6, 6.5, 8.4, -1.2, -8.7
O=C(O)c1cc(-c2ccc(Cl)cc2)n(-c2ccc(Cl)cc2)n1
→ -0.8, 0.0, -3.5, -0.6, 2.1, -1.7, 9.5, -0.2, -9.0
Cc1ccc(-c2nc(CN3CCN(C(=O)C4CCCO4)CC3)cs2)cc1 (stereo not given)
→ 2.7, 6.9, -12.4, 2.1, -2.0, 0.1, 1.4, -0.5, -10.2
CN(CCC#N)C(=O)COC(=O)c1ccccc1OCc1ccccc1Cl
→ 2.9, 4.3, -5.7, -3.1, -2.7, -0.6, 7.3, -0.8, -0.6
CC(=O)Oc1ccc(C(=O)NC(C)CCc2ccccc2)cc1 (stereo not given)
→ -0.9, 0.6, 8.6, 0.4, -7.0, 1.9, 14.2, -0.3, -9.5
Cc1ccc(OCc2nnc(SCC(=O)Nc3sc(C)c(C)c3C#N)n2C)cc1
→ -0.7, -0.7, -3.0, -3.0, -2.9, 10.8, -2.7, -0.7, 5.4
Cc1ccnc(SCC(=O)NC2CC2)n1
→ -4.0, -0.3, 6.5, -5.3, -2.6, 0.6, 16.0, -0.2, -1.1
COc1ccc(/C=N/NC(=S)N[C@H]2CC3CCC2C3)cc1 (stereo not given in full)
→ -0.6, -1.1, 12.2, 1.2, -3.6, -4.8, 0.8, -0.6, -5.8
CCN(CC)CCCNC(=O)C1CCN(C(=O)c2oc3cc4sc(N(C)C)nc4cc3c2C)CC1
→ -2.9, 0.0, 12.1, 1.7, -3.1, -4.3, -6.0, 0.8, -3.0
O=c1c2[nH]c3ccccc3c2ncn1Cc1ccccn1
→ -4.4, 0.9, 5.6, -0.6, -2.6, 4.2, 0.6, -0.7, 2.7

Reprinted at random: 2 records from the list
Below each compound: M5 ag, CHRM4 agonist, CHRM5 antagonist, CHRM4 antagonist, CHRM5 PAM, M4 PAM, CHRM1 PAM, CRFR2-BP ag, M1 antag
CN(CCC#N)C(=O)COC(=O)c1ccccc1OCc1ccccc1Cl
→ 2.9, 4.3, -5.7, -3.1, -2.7, -0.6, 7.3, -0.8, -0.6
O=c1c2[nH]c3ccccc3c2ncn1Cc1ccccn1
→ -4.4, 0.9, 5.6, -0.6, -2.6, 4.2, 0.6, -0.7, 2.7

(further entries)
Below each compound: M5 ag, CHRM4 agonist, CHRM5 antagonist, CHRM4 antagonist, CHRM5 PAM, M4 PAM, CHRM1 PAM, CRFR2-BP ag, M1 antag
CCOC(=O)/C(C#N)=C/c1ccc(OCC(=O)Nc2cc(C)ccc2C)c(OC)c1
→ -4.7, 0.1, 5.5, 7.8, -4.1, 1.8, 0.5, -0.5, 7.9
O=C(O)CSc1nnc(Cn2c(=O)sc3ccccc32)n1-c1cccc(Cl)c1
→ -0.9, 1.0, -4.9, -5.5, 1.6, 11.6, 3.5, -0.9, 4.1
O=C(Nc1cccc(-c2cccc(F)c2)c1)C1CCN(Cc2ccc(CO)o2)CC1
→ -5.3, 10.5, -8.9, -19.1, 5.0, -4.4, 0.9, 2.2, 6.8
CCc1nnc(SCc2cn3c(C)cc(C)nc3n2)n1N
→ 0.3, 0.8, -1.0, 7.5, -0.5, 7.5, 4.2, -0.1, -2.4
Cc1ccc(C(=O)OCc2nnc(-c3ccc(Br)cc3)o2)cc1
→ -3.0, 0.8, 6.3, 7.1, 1.3, 11.7, 7.8, -3.6, -4.7
CC1CCCC(NC(=O)COC(=O)c2ccc(S(=O)(=O)N3CCOCC3)cc2)C1C (stereo not given)
→ -5.8, 2.5, 7.8, -2.0, -10.6, -5.6, -3.2, -0.1, 3.4
COc1ccc(CCNC(=O)c2cccc(NC3=NC4CS(=O)(=O)CC4S3)c2)c(OC)c1 (stereo not given)
→ 1.4, -0.1, 2.6, -5.5, -4.3, 0.4, 2.1, 4.4, -8.3
COc1cc(C(=O)NCC(c2ccccc2)N(C)C)ccc1OCc1c(C)noc1C (stereo not given)
→ -5.2, 1.9, 2.8, -9.2, 12.9, 5.0, 8.5, 0.8, -6.8
COC(=O)CCC(=O)OC1(C)C(=O)C2=CN(CC3CC3)C(c3ccc(OC)cc3)=CC2=C(Br)C1=O (stereo not given)
→ -2.6, 1.4, 12.9, -0.7, 10.2, -4.4, 0.2, -0.4, 0.2
COc1ccc(Cl)c2sc(NC(=O)C3=COCCO3)nc12
→ 0.9, 0.5, 6.7, -5.2, 2.2, 0.6, 0.4, -0.6, -10.9
CCOC(=O)c1nn(-c2ccc(F)cc2)c(-c2ccccc2)c1C(=O)c1ccccc1
→ -0.2, -1.8, -7.1, -3.0, 4.7, -2.5, 12.9, 0.2, -13.6
COc1cc(OC)cc(C2=Cc3ccccc3C(CC(=O)c3ccco3)N2c2ccc(-c3cccnc3)cc2)c1 (stereo not given)
→ 1.0, -0.3, -7.3, -13.8, 0.8, -4.4, ., ., .
CC(C)NC(=O)N(C)C[C@@H]1Oc2c(NC(=O)Nc3ccccc3)cccc2C(=O)N([C@H](C)CO)C[C@H]1C
→ -1.0, 1.6, -6.6, -10.7, 0.6, 0.7, 1.5, -2.5, -5.0
Cc1ccc(C)c(NC(=O)c2ccc(N(C)S(C)(=O)=O)cc2)c1
→ -1.2, -0.2, 4.7, 2.5, -4.8, 6.8, 2.0, -3.5, -7.3
Cc1ccc(OCCC(=O)OCC(=O)N2c3ccccc3NC(=O)C2(C)C)cc1
→ 6.6, 20.4, 8.7, -8.1, -17.6, -10.2, -8.7, 0.0, 10.7
Cc1cc2c(=O)n(Cc3ccco3)c(SCC(=O)NCc3ccco3)nc2s1
→ -1.2, 0.6, 4.7, 7.2, -3.8, -0.2, 0.5, -0.2, 0.7
COc1ccccc1CNC(=O)[C@@H]1CCCN1S(=O)(=O)c1ccc(Cl)cc1
→ 0.2, 2.2, -2.6, -2.1, 0.2, -5.5, 3.2, -0.1, 0.5
COc1ccc(NS(=O)(=O)c2ccc(NC(=O)CCNS(=O)(=O)c3ccc(C)cc3)cc2)cc1
→ 0.8, 3.2, 1.7, 3.1, 2.0, 1.7, 11.9, 25.9, 3.0
Cc1cc(C(=O)NCCc2ccc(Cl)cc2)no1
→ -5.4, 1.5, 4.7, 1.5, -3.9, -6.3, 3.6, 0.1, 4.8
COc1cccc2oc3ccc(C#Cc4ccccn4)cc3c(=O)c12
→ -1.9, 14.8, 2.6, -7.3, -13.4, 5.3, -3.4, -1.5, 2.5
O=C(c1ccc(Oc2ccccc2)cc1)c1nc2c(n1O)CCCC2
→ 2.5, -0.2, 2.1, 2.5, -1.0, 3.8, 1.0, -1.4, -8.1
CC(=O)N1CCC(N(C(=O)Nc2ccc(F)cc2)C2CCCC2)CC1
→ 1.4, 2.2, 1.0, -0.8, 0.1, -3.7, -1.1, -0.7, 3.1
COC(=O)C[C@H]1C=C[C@@H](NC(=O)c2ccncc2)[C@@H](CO)O1
→ -1.4, 1.9, 7.7, 1.3, -4.3, 6.0, ., ., .
CSc1cc(-c2ccc(Cl)cc2)[nH]c(=O)c1C#N
→ -0.6, 0.7, -5.9, -14.6, 2.2, 0.7, 11.1, -0.1, -10.6
O=S(=O)(Nc1ccc(-c2nc3cccnc3s2)cc1)c1cc(F)ccc1F
→ -1.0, 3.3, 4.4, -0.8, -8.4, -7.8, 7.4, 0.6, -7.7
CCN1CCN(CCNC(=O)CCCn2nc(C)c3c(C)n(-c4ccc(C)cc4)nc3c2=O)CC1
→ -2.3, 0.1, -2.5, -1.5, 5.8, -15.4, -4.1, 2.0, 1.4
C(=C\N1CCCCCC1)/c1nnnn1-c1ccc(-c2ccccc2)cc1
→ -1.4, 0.3, 1.0, -4.4, -0.5, -14.4, 3.9, 0.6, -6.7
Cc1cc(C(=O)N2CCN(C/C=C/c3ccccc3)CC2)no1
→ -0.5, 1.4, 1.2, 10.5, -10.2, -5.0, -9.7, 0.7, 11.2
CCCCn1c(N)c(N(CC(C)C)C(=O)C2CCC2)c(=O)[nH]c1=O
→ 1.5, 1.9, 4.3, 0.6, 3.2, 2.6, 6.8, -0.2, -1.5
Cc1cc(C(=O)CN2C(=O)c3cccc(N)c3C2=O)c(C)n1Cc1cccs1
→ -1.2, 1.2, -0.4, -2.0, -2.7, -2.8, 1.3, 8.0, -13.3
COc1cc(OC)c2cc(C(=O)N[C@@H](Cc3ccccc3)C(=O)O)n(C)c2c1
→ -1.2, 0.1, 2.4, -3.9, 1.8, -4.3, 14.2, -0.6, -10.9
N#C/C(=C\C=C\c1ccccc1[N+](=O)[O-])C(=O)NC1CCCCC1
→ 1.3, 0.1, 15.4, 0.8, 2.7, -3.1, 9.3, -1.2, -11.5
Cc1ccc(S(=O)(=O)N2CCCC2=O)c(C)c1N(C)S(C)(=O)=O
→ 1.6, 1.0, 11.4, -5.8, -2.5, 1.6, 8.4, 0.3, -15.2
CCOC(=O)c1cnc(-n2nc(C)cc2C)nc1N1CC(C)OC(C)C1 (stereo not given)
→ -0.4, 0.2, 1.2, 13.7, -0.6, 0.1, -4.7, -0.8, 10.2
CC(=O)N1CCc2c(sc(NC(=O)c3ccc4c(c3)OCCO4)c2C#N)C1
→ 2.8, 2.1, 0.7, -12.5, -0.2, 8.0, 15.6, 1.1, -20.6
CCCCc1nc(NCc2ccccc2)c(C#N)c2c1CCCC2
→ -0.6, 0.6, -2.9, -0.1, 1.4, 7.2, 14.6, -1.5, -5.4
